# Screening data from PubChem BioAssay.
# AID inhibitor – inhibitors of human activation induced cytidine deaminase | Q9GZX7 | AID deamination FRET fluorescence, UDG-coupled, 4 h | Potency, µM (top dose mostly 115 µM), for the others: at the highest dose activity change, negative = inhibition, hits mostly inhibitors | actives 0.32% (n = 91,000); also: nearly all actives have a fitted effect of over 25% in size
# Target sequence (Q9GZX7 whole entry, looked up): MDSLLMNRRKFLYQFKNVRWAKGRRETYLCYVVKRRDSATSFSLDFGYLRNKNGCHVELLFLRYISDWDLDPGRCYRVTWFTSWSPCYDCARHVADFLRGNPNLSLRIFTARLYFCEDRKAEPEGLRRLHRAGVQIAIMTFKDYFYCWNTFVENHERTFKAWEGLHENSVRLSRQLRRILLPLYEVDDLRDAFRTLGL
# UDG counter – counter-screen for AID inhibitors: uracil-DNA glycosylase inhibition; actives 0.14% (n = 91,000); Potency, µM (top dose mostly 115 µM), without a hit: at the top dose activity change, negative = inhibition, hits mostly inhibitors; FRET deamination/UDG coupled assay, UDG read, 4 h; also: nearly all actives have a fitted effect of over 65% in size
# An asterisk follows results filed as active; ? = inconclusive; & = joins results of further samples; [ ] = remark or other dose. Calls follow the shape of the dose curve; as a rule, active = well fitted curve in the direction sought with a large enough effect; inconclusive = small, poorly fitted or top-dose-only effect, or another doubt; inactive = no such curve, though single readings can be large; an effect the other way counts as inactive or inconclusive. % is scaled to controls: 0 for no effect and ±100 for the full control effect; potency is read from the fitted curve at half-maximal effect.
# The first five entries as a preview:
SMILES,AID inhibitor,UDG counter
CCOC(=O)Nc1ccc(C(=O)OCC23CC4CC(CC(C4)C2)C3)cc1,12%,0%
N#C/C(=C\c1ccc(OC(=O)c2ccccc2)cc1)C(=O)Nc1ccccc1,-1%,-7%
Cc1ccc(C(=O)NC(C)(C)C)cc1I,-12%,0%
CCOC(=O)C1CCN(C(=O)c2cc3ccc4ccc(C)[nH]c4c3n2)CC1,3%,0%
Cc1cc(/C=C(/CCCC(=O)O)c2nc3ccccc3s2)cc(C)c1O,-1%,-4%

# Main list, from the start:
SMILES,AID inhibitor,UDG counter
CCOC(=O)Nc1ccc(C(=O)OCC23CC4CC(CC(C4)C2)C3)cc1,12%,0%
N#C/C(=C\c1ccc(OC(=O)c2ccccc2)cc1)C(=O)Nc1ccccc1,-1%,-7%
Cc1ccc(C(=O)NC(C)(C)C)cc1I,-12%,0%
CCOC(=O)C1CCN(C(=O)c2cc3ccc4ccc(C)[nH]c4c3n2)CC1,3%,0%
Cc1cc(/C=C(/CCCC(=O)O)c2nc3ccccc3s2)cc(C)c1O,-1%,-4%
O=C(c1nc(-c2ccc(Cl)cc2)n2c1CCCCC2)N1CCN(c2ccccc2F)CC1,?,-9%[57.5 µM]
Cc1ccc(O)c(NC(=O)c2cc(-c3ccccn3)nc3ccccc23)c1,1%,5%
Cc1ccc2c(COC(=O)COc3ccc(C)c(C)c3)cc(=O)oc2c1,-4%,-5%
CCCCCCc1ccc(-c2ccc(CC)cc2)nc1,-10%,-6%
COc1cc(SC)ccc1C(=O)OCC(=O)Nc1cc(C)ccc1C,-7%,1%
Cc1ccc2nc(N3CCN(C(=O)CCC(=O)O)CC3)nc(-c3ccccc3)c2c1,-6%&-11%,7%&4%
CCCCc1oc2c(c(=O)c1CC)C(=O)CC(C)(C)C2,-9%,2%
N#C/C(=C\c1ccc(-c2cccc(C(=O)O)c2)o1)c1nc2ccccc2[nH]1,-8%,7%
COc1ccc(NC(=O)c2cc(S(=O)(=O)N3CCOCC3)cn2C)cc1Cl,15%,3%
Cc1ccc(OCC(O)Cn2c(N)nc3c2c(=O)n(C)c(=O)n3C)cc1 (configuration not stated),-5%,2%
Cn1c(=O)c2c(nc(Cl)n2CCOc2ccccc2Cl)n(C)c1=O,-6%,-4%
C/C=C/C=C/C(=O)Nc1ccccc1SC,-4%,-10%
NC(=O)C(=O)O,7%,5%
CSc1oc(-c2ccc(F)cc2)nc1S(=O)(=O)c1ccc(Br)cc1,-11%,-11%
COc1ccc(-n2c(=O)c3c4c(sc3n3c(SCCC(C)C)nnc23)COC(C(C)C)C4)cc1 (configuration not stated),0%,19%
CCOC(=O)c1c(SCC(=O)Nc2cccc(C)c2C)nc(=O)[nH]c1C,8%,7%
O=S(=O)(Nc1nc2ccccc2nc1Nc1ccccc1Br)c1cccs1,-5%,-19%
FC(F)(F)c1ccc(C=Nc2cccc3ccccc23)cc1,-5%,-11%
CCOC(=O)c1c(C)n(-c2ccccc2)c2ccc(OC(=O)c3ccccc3Cl)cc12,-29%,-10%
O=C(C1CC1)N(Cc1ccc2c(c1)CN(S(=O)(=O)c1ccccc1)CCO2)c1ccccc1,?,-22%

# Fetched by compound from above (7):
SMILES,AID inhibitor,UDG counter
O=C(C1CC1)N(Cc1ccc2c(c1)CN(S(=O)(=O)c1ccccc1)CCO2)c1ccccc1,?,-22%
CCOC(=O)c1c(SCC(=O)Nc2cccc(C)c2C)nc(=O)[nH]c1C,8%,7%
CCOC(=O)C1CCN(C(=O)c2cc3ccc4ccc(C)[nH]c4c3n2)CC1,3%,0%
CCOC(=O)Nc1ccc(C(=O)OCC23CC4CC(CC(C4)C2)C3)cc1,12%,0%
CSc1oc(-c2ccc(F)cc2)nc1S(=O)(=O)c1ccc(Br)cc1,-11%,-11%
CCCCc1oc2c(c(=O)c1CC)C(=O)CC(C)(C)C2,-9%,2%
NC(=O)C(=O)O,7%,5%

# Further entries follow:
SMILES,AID inhibitor,UDG counter
COc1ccc2c(C)c(CCC(=O)Nc3cccc(C(C)=O)c3)c(=O)oc2c1C,1%,-1%
Cc1ccc(C(NC(=O)CCl)C2CC2)cc1 (configuration not stated),-5%,-4%
Cc1ccc(NC(=O)C2CCCN(S(=O)(=O)c3ccc4c(c3)CCCC(=O)N4)C2)cc1N(C)C (configuration not stated),18%,5%
CCc1cccc(C)c1NC(=O)Cn1cc2c(n1)CCCCC2,-10%,2%
COc1cc2c(cc1OC)CN(Cc1cc(=O)c(OCc3cccc(F)c3)co1)CC2,34%[activator],7%
Cn1cc(/C=C/C(=O)N2CCCC(C(F)(F)F)C2)c(=O)n(C)c1=O (configuration not stated),-8%,-7%
COc1ccc(OC(=O)CSc2nnc(-c3ccc(F)cc3)o2)cc1,0%,0%
CC(C)(O)C#Cc1ccc(C(=O)NCc2ccccc2)cc1,-15%,-6%
COc1ccc(Cl)cc1NC(=O)CN1C(=O)CSc2ccc(S(=O)(=O)N3CCCC3)cc21,1%,-10%[57.5 µM]
Cn1c(=O)c2c(-c3ccc(F)cc3)n(CCCO)cc2n(C)c1=O,-1%,6%
Cc1ccc(S(=O)(=O)C(CNC(=O)c2ccccc2F)c2cccs2)cc1 (configuration not stated),1%,10%
CCOC(=O)CNC(=O)CSc1cn(CC(=O)N(CC)CC)c2ccccc12,2%,-3%
CC(C)CCn1nc(C(=O)Nc2ccc(Cl)cc2)c2ccccc2c1=O,-4%,2%
O=C(O)c1ccc(C(c2c[nH]c3ccccc23)c2c[nH]c3ccccc23)cc1,0%,-3%
O=C1CC(c2ccccc2)Cc2[nH]c(=O)c(C(=O)Nc3cccc(F)c3)cc21 (configuration not stated),22%,1%
Cc1nn2c(=O)cc(COC(=O)c3cccc(NC(=O)CCc4ccccc4)c3)nc2s1,14%,-1%
N#Cc1nc(COc2ccc(Br)cc2)oc1NCc1ccc2c(c1)OCO2,22%,6%
COC(=O)CSc1nc2ccsc2c(=O)n1Cc1ccco1,-16%,-7%
Cc1ccc(C(=O)NN=C(Cc2ccccc2)Cc2ccccc2)c(C)c1,2%,9%
COc1ccc2cc(-c3nc(-c4ccccc4Cl)no3)c(=O)oc2c1,4%,0%
Cc1ccc(Cl)cc1NC(=O)c1cccc(NC(=O)N2CCSc3ncccc32)c1,1%,24%
Cc1ccc(-c2ccccc2)n1-c1cccnc1,-9%,-6%
COC(=O)c1ccc(C2NC(=S)NC(C)=C2C(=O)OC(C)C)cc1 (configuration not stated),-3%,2%
CCCCCNC(=O)Cc1cccs1,4%,-2%
O=C(Nc1ccc2nc(SCC(=O)N3CCc4ccccc43)sc2c1)c1ccccc1F,14%,?
SMILES,AID inhibitor,UDG counter
CCc1nn(CC(=O)NCc2ccc(C)cc2)c(=O)c2cc3occc3n12,-17%,0%
Cc1cc2oc(C(=O)NCC(c3ccco3)N3CCCC3)cc(=O)c2cc1Cl (configuration not stated),-4%,-8%
CCc1ccccc1NC(=O)C1CCN(c2nc3ccccc3[nH]2)CC1,-5%,1%
COc1cccc(NC(=O)CSCn2nnc3c(=O)[nH]c(Cc4ccc(F)cc4)nc32)c1,14%,5%
CCOc1cccc(C(=O)Oc2ccccc2)c1,-2%,-1%
CCc1ccc(NC(=O)CSc2nc3nccnc3c(=O)n2CCc2ccccc2)cc1,5%,7%
COC(=O)c1ccc(NC(=O)CCc2c(C)nn(-c3ccc(N4CCCCC4)nn3)c2C)cc1,2%,4%[57.5 µM]
Cc1ccc(SCc2nc3scc(C)n3c2Br)cc1,-14%,0%
Cc1ccc(S(=O)(=O)N2CCN(Cc3ccc4c(c3)OCO4)CC2)cc1,-3%[57.5 µM],-9%[57.5 µM]
CCOc1ccc(S(=O)(=O)N(CC)CC)cc1NC(=O)C1CCN(c2ccc(C#N)cn2)CC1,-6%,-1%
CCC(=O)C1=C(c2ccc(C)cc2)N(C(=O)CC)n2c(nnc2C2CCCCC2)S1,17%,-12%
COc1ccc2c(CNCCc3cccs3)c(C(=O)O)n(Cc3cccc(F)c3)c2c1,?,-19%[57.5 µM]
CCc1ccc(Nc2ncnc3c2cnn3-c2cc(Cl)ccc2C)cc1,-3%,?
CCOc1ccc(S(=O)(=O)NCc2cccn2Cc2cccc(C)c2)cc1,10%,-13%
COc1ccc(/C=C/C(=O)Oc2ccc3oc4ccccc4c3c2)cc1OC,-3%,-2%
Cc1cccn2c(=O)c(C(=O)NCCc3ccc(Cl)cc3)cnc12,-15%,-13%[57.5 µM]
COc1cc2ccccc2cc1C(=O)N1CCN(CC(=O)Nc2ccc(F)cc2)CC1,0%,-6%
COCCN1CCCN(C(=O)c2cc(-c3ccc(F)cc3)n[nH]2)CC1,-3%,2%
NC[C@H](O)c1ccc(O)c(O)c1,3%,-6%
CCOC(=O)N1CCC(NC(=O)c2ccc3c(c2)N(Cc2ccc(Cl)cc2)C(=O)c2ccccc2S3(=O)=O)CC1,-12%,-9%
O=C(COC(=O)c1cc2ccccc2oc1=O)NC1CCCCCC1,-2%,0%
COc1ccc(/C=C/c2ccc3cccc(O)c3n2)cc1OC,39%[activator],4%
CNC(=O)c1ccc(/C=C/C(=O)N(Cc2ccsc2)C2CC2)cc1,-8%,4%
Cc1ccccc1-c1nc(CS(=O)CC(=O)NCCc2ccc(Cl)cc2)c(C)o1 (configuration not stated),-4%,-27%
O=C1/C(=C/c2cccc(Br)c2)Cc2ccccc21,-18%,0%
SMILES,AID inhibitor,UDG counter
Cn1nc(C(=O)OCC(=O)c2c[nH]c3ccccc23)c2ccccc2c1=O,-9%,0%
Cc1ccc2oc(-c3ccc(Cl)c(NC(=O)c4ccc(OC(C)C)cc4)c3)nc2c1,18%,-19%
CNS(=O)(=O)c1cn(CC(=O)N2CCN(c3ccc(OC)cc3)CC2)cc1S(=O)(=O)NC,5%,-5%
COC(=O)c1ccc(NC(=O)C(=O)NCC(c2cccnc2)N2CCc3ccccc32)cc1 (configuration not stated),46%[activator],7%
CCOc1ccc(C2(c3cccc(F)c3)CCCCC2)cc1,-10%,2%
CCc1cc(=O)n(CC(=O)Nc2ccc(C)cc2C)c(-c2ccccc2)n1,3%,-3%
O=[N+]([O-])/C=C/c1ccc(-c2ccccc2)o1,-1%,0%
Cc1ccc(CNC(=O)c2ccccc2NC(=O)Cn2cnc3c2c(=O)n(C)c(=O)n3C)cc1,-15%,?
O=C(Nc1ccc(Cn2cncn2)cc1)c1csc(NC2CCCC2)n1,-15%,-7%
COc1ccc(CCNC(=O)Cn2cc(C(=O)c3ccccc3)c(=O)c3ccc(C)nc32)cc1OC,-16%,8%
Cc1[nH]c(=O)[nH]c(=O)c1S(=O)(=O)Nc1ccccc1Cl,4%,-5%
COc1cc(-c2c(NC(=O)c3ccc(C)cc3)oc3ccccc3c2=O)cc(OC)c1OC,-2%,1%
O=C(/C=C/c1ccccc1O)c1ccc(Br)cc1,-5%,0%
CC(=O)Nc1ccc(SCC(=O)c2ccccc2)cc1,-5%,9%
CN(C)c1ccc(NC(=O)c2ccc(N)cc2)cc1,27%,-5%

# In a second layout: two of the compounds above
molecule | AID inhibitor | UDG counter
Cc1ccc2oc(-c3ccc(Cl)c(NC(=O)c4ccc(OC(C)C)cc4)c3)nc2c1 | 18% | -19%
CNS(=O)(=O)c1cn(CC(=O)N2CCN(c3ccc(OC)cc3)CC2)cc1S(=O)(=O)NC | 5% | -5%

# Only part of the results is shown, so the mix of outcomes need not match the whole.
